Screening data (PubChem BioAssay)
Rpn11 inh: Rpn11 (human) deubiquitinase inhibition. hit rate 0.59% among 360,000. human 26S proteasome, Ub4-pepOG fluorescence polarization; 20S core pre-blocked with epoxomicin. calls only at 20 µM. O00487. AID 588493;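 active = inhibition at 20 µM, scaled to each plate's controls, above about 33%, limit read from the data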
STEP block: blocks human striatal-enriched tyrosine phosphatase; P54829; recombinant STEP, OMFP fluorogenic substrate, fluorescence; inhibition, % at 20 µM; hit rate 0.25% among 360,000; AID 588621;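 active = inhibition at 20 µM, scaled per plate between control wells, above about 37%, limit read from the data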;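 note: 0% = DMSO with enzyme and substrate and 100% = substrate only without enzyme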
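Assay system: isolated STEP enzyme / Timing: 20 min at room temperature, dark / Doses: 20 µM, 1% DMSO / Technique: fluorescence intensity, excitation 480 nm, emission 540 nm / Reagent: fluorogenic phosphatase substrate OMFP at 25 µM final / Measure: percent inhibition scaled to no-enzyme and uninhibited-enzyme controls, plate-pattern corrected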
CendR NRP1 mod: alters CendR peptide binding to human NRP-1 | hit rate 0.85% among 360,000 | O14786 | FAM-RPARPAR peptide binding to NRP-1, fluorescence polarization | AID 602438 | inhibition, % at 25 µM;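 active = inhibition or corrected inhibition above about 18%, plus a signal ratio from 0.5 to 1.5, limit read from the data, passing the limit was not always enough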; note: strong numbers were not always called active
Target sequence (O14786 whole entry, looked up): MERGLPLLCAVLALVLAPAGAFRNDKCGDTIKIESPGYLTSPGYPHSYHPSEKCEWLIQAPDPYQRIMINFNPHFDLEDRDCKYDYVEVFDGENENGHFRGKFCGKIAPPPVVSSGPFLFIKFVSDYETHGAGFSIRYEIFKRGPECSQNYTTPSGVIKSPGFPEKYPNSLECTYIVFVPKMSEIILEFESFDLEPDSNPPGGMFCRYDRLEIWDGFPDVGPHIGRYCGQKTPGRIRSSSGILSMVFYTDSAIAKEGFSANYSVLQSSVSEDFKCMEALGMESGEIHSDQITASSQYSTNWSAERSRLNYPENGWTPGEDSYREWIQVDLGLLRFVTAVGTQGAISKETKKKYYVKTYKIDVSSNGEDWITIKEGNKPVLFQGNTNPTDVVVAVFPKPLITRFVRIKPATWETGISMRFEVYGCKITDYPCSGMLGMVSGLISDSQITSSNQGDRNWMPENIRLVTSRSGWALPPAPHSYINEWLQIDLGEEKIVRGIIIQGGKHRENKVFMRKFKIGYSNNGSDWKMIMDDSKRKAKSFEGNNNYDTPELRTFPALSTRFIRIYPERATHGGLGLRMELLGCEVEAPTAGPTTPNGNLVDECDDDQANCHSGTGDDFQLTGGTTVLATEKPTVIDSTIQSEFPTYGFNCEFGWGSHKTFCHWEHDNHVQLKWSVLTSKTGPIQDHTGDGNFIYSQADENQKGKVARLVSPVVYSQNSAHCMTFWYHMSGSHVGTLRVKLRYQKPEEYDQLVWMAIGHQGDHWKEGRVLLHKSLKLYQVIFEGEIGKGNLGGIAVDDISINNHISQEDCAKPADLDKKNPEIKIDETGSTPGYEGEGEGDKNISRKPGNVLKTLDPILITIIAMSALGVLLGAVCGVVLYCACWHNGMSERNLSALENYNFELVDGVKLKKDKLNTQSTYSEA
SUMO1-SIM PPI: SUMO1-SIM interaction modulation; P63165; AID 602429; hit rate 0.33% among 360,000; inhibition, % at 20 µM; SUMO1 binding to a labelled peptide, TR-FRET, 1 h; in the data active = inhibition above about 37%
Target sequence (P63165 whole entry, looked up): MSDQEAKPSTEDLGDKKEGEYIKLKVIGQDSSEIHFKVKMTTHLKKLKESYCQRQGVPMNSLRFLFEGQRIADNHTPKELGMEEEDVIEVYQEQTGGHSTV
SKN-1 inh: C. elegans SKN-1 inhibition. C. elegans VP596 Pgst-4::GFP/RFP ratio, acrylamide-induced, 24 h. inhibition, % at 21.8 µM. hit rate 0.49% among 360,000. AID 624304;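 active = interference check ratio from 0.5 to 1.5 plus GFP to RFP signal ratio inhibition reaching or exceeding a fixed threshold, cut at about 30% in these data, passing the limit was not always enough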; note: some compounds called inactive have numbers as strong as hits
MT1-MMP act inh: blocks activation of human MT1-MMP; hit rate 0.061% among 360,000; GFP/RFP ratio change, % at 20 µM; HT1080 RFP-PRO-GFP cells, GFP/RFP ratio fluorescence, overnight; percent of plate control window, DMSO zero; P50281;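 active = GFP/RFP ratio change of at least 30% with cell ATP level not reduced by more than half and red fluorescence within 50% of control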; note: strong numbers were not always called active
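system = RFP-PRO-GFP reporter HT1080 cells | dosing = 20 µM single dose, 1% DMSO | timing = overnight cell settling, then overnight compound exposure, 37 °C, 5% CO2 | read-out basis = GFP/RFP fluorescence ratio | controls = DMSO and RFP-L50D-GFP cell wells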
LMPTP inh: blocks human LMPTP phosphatase | recombinant LMPTP-A, OMFP fluorogenic substrate, fluorescence intensity | hit rate 0.22% among 360,000 | inhibition, % at 20 µM | P24666 | AID 651560;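 active = compounds that cut the enzyme signal by at least half of the control window in the single-dose screen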;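 note: plate controls were DMSO wells with enzyme plus substrate for no effect and substrate without enzyme for full effect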
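Material: LMPTP-A; amount: 0.625 nM enzyme; doses: single 20 µM dose; times: reaction 50 min, room temperature, dark; technique: fluorescence intensity of OMFP turnover product; benchmarks: no-enzyme and uninhibited controls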
Scp1 inh: inhibitors of human Scp-1 phosphatase. Q9GZU7. Recombinant Scp1, phosphopeptide, malachite green phosphate absorbance. inhibition, % at 20 µM. hit rate 0.88% among 340,000;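 active = inhibition above about 50% at 20 µM, limit read from the data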;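 note: plate controls were DMSO wells with enzyme for no effect and wells lacking enzyme for full effect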
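Test system – truncated SCP-1 phosphatase (76-261aa) · Reagent – Phosphorylated 17-residue peptide substrate · Incubation – 45 min room-temperature reaction, 5 min colour, 30 min stabiliser · Detection – colorimetric phosphate reagent with accelerator and stabiliser, absorbance at 630 nm · Measure – % inhibition at 20 µM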
NadD block: blocks S. aureus nicotinate mononucleotide adenylyltransferase; purified NadD enzyme, colorimetric absorbance read-out; hit rate 0.78% among 360,000; inhibition, % at 20 µM; AID 602399; in the data active = inhibition above about 26%; note: some compounds past the cut are filed as inactive
DNMT1 block: blocks human DNA methyltransferase DNMT1 | hit rate 0.83% among 360,000 | inhibition (reported as % activation of signal), % at 10 µM | P26358 | DNMT1 molecular beacon, Hinp1I cleavage, fluorescence | AID 588458; in the data active = inhibition above about 50%
Starred values were filed as active, the others as inactive; i = inactive; · = not tested or not shown; & = joins results of further samples.

Rpn11 inh	STEP block	CendR NRP1 mod	SUMO1-SIM PPI	SKN-1 inh	MT1-MMP act inh	LMPTP inh	Scp1 inh	NadD block	DNMT1 block	mol
i	-4	4	-3	14	-4	-1.0	-5	-1	-2	Cc1cc(O)c(C(C)C)cc1NC(=S)Nc1cc(C(C)C)c(O)cc1C
i	-2	2	3	2	2	0.7	1	0	7	CC(=O)Nc1ccc(N(C(=O)Cn2nnc3ccccc32)C(C(=O)NC2CCCC2)c2ccc(O)c(O)c2)cc1 (stereo not drawn)
i	2	-15	3	9	0	0.9	-8	41*	45	COc1ccc(-c2nnc(SCC(=O)Nc3sc4c(c3C#N)CCCC4)n2-c2ccccc2)cc1
i	1	-6	-11	-5	0	0.0	9	0	-3	COc1ccc(C(C(=O)NCc2ccc(F)cc2)N(Cc2cccnc2)C(=O)c2snc(C(N)=O)c2N)cc1 (stereo not drawn)
i	-2	2	9	-4	2	-1.1	-5	-6	1	Cc1ccc(OCC(=O)NCCCNC(=O)c2ccco2)cc1C
i	2	10	-8	9	1	0.4	-3	-6	-1	Cc1ccccc1-n1c(-c2ccc(=O)[nH]n2)n[nH]c1=S
i	-7	0	-2	1	-3	-1.3	-5	-1	-1	CC(C)(C)NC(=O)C(OC(=O)c1cccs1)c1ccc(C#N)cc1 (stereo not drawn)
i	-4	2	7	-2	-6	-1.0	-1	1	-10	COc1ccc(C2c3[nH]c4ccccc4c3C[C@H]3C(=O)N(c4ccccc4C(=O)NCCN4CCOCC4)C(=O)N23)cc1 (stereo partly drawn)
i	-3	7	5	-6	9	3.6	-2	6	45	CCOC(=O)c1cnn(-c2nc(SC)nc3sc4c(c23)CCC4)c1N
i	-1	-3	1	-4	-1	-1.7	-4	1	4	CCOc1ccc(NC(=O)N2CCN(Cc3ccc4c(c3)OCO4)CC2)cc1
i	-1	1	2	20	-2	-1.2	9	-1	4	Cn1ncc2c(Nc3ccccc3Br)ncnc21
i	-2	0	6	22	-5	-1.3	-7	2	-1	CN(c1ncc(C(F)(F)F)cc1Cl)n1cc(C(=O)O)c2ccccc2c1=O
i	-1	0	1	4	1	-0.6	-8	-4	2	Cc1noc(C)c1CS(=O)(=O)Cc1ccc(Cl)cc1
i	0	11	2	9	-3	-0.7	·	-1	4	CCC(c1nnnn1-c1c(C)cccc1C)N1CCN(C/C=C/c2ccccc2)CC1 (stereo not drawn)
i	-2	9	4	0	0	-0.7	-7	-2	0	CCOC(=O)C1CCN(C(=O)Cn2c(=O)c3cccn3c3cccnc32)CC1
i	1	1	5	0	4	-0.5	-15	-3	3	CCOC(=O)C1CCN(C(=O)COC(=O)CNC(=O)c2ccc(C(C)(C)C)cc2)CC1
i	4	16	-7	6	-18	3.7	-10	2	-4	N#Cc1c(Oc2ccc3ccccc3c2)sc(C(=O)c2ccccc2)c1N
i	-1	6	0	1	11	-1.1	-4	-2	3	CN(C)S(=O)(=O)N1CCN(CC(=O)Nc2cc(Cl)ccc2Cl)CC1
i	1	0	-1	3	-4	0.6	-5	-7	-6	CCOC(=O)c1c(-c2cccs2)csc1N
i	-11	40*	8	-6	-46	7.3	3	9	-11	CC(Nc1cccc2ccccc12)C(=O)N/N=C/c1ccccn1 (stereo not drawn)
i	-3	-4	1	-1	6	0.4	2	-3	0	CNC(=S)N(Cc1ccco1)Cc1cc2cc(OC)c(OC)cc2[nH]c1=O
i	2	5	-3	-2	0	0.5	3	2	-11	C=CS(=O)(=O)N(Cc1ccccc1)[C@H](CO)CC(C)C
i	-2	15	-2	12	5	-0.5	0	2	-6	O=C(O)c1[nH]nc2c1COc1ccccc1-2
i	-1	9	1	13	3	-1.1	-4	-3	2	Cc1c(NC(=O)Nc2ccc(F)cc2F)c(=O)n(-c2ccccc2)n1C
i	1	9	-2	1	-3	-0.1	-11	-1	1	CC(=O)C1=C(O)C(=O)N(CO)C1c1ccccc1F (stereo not drawn)
i	0	9	6	7	3	-1.5	-2	-1	-1	COc1cc(S(=O)(=O)N2CCN(C(=O)c3ccco3)CC2)ccc1Cl
i	0	14&-11	5&4	-3&-9	4&13	6.3&4.3	17	3&5	0	CCCCCCSc1cccc(-c2nc3cc(C)ccn3c2NCc2ccccc2)c1
i	10	-6	7	3	1	-4.9	-7	-1	3	Cc1ccc(S(=O)(=O)N(C)C)cc1NC(=S)N(C)C1CCN(C)CC1
i	-3	0	3	6	4	-1.2	-5	9	1	CCCCCC(=O)NC(=S)NNC(=O)CC
i	-2	1	16	1	-1	-0.1	-10	-9	-1	O=C(CCS(=O)(=O)c1ccc(Br)cc1)Nc1ccc(Cl)cc1F

Printed as active in CendR NRP1 mod (from the list above):
Rpn11 inh	STEP block	CendR NRP1 mod	SUMO1-SIM PPI	SKN-1 inh	MT1-MMP act inh	LMPTP inh	Scp1 inh	NadD block	DNMT1 block	mol
i	-11	40*	8	-6	-46	7.3	3	9	-11	CC(Nc1cccc2ccccc12)C(=O)N/N=C/c1ccccn1 (stereo not drawn)

(further entries)
Rpn11 inh	STEP block	CendR NRP1 mod	SUMO1-SIM PPI	SKN-1 inh	MT1-MMP act inh	LMPTP inh	Scp1 inh	NadD block	DNMT1 block	mol
i	2	10	0	11	0	-1.0	-15	-2	4	N#Cc1ccccc1OCC(=O)NNC(=O)CNC(=O)c1ccc(Br)o1
i	2	-34	-25	-10	9	1.6	-15	-9	1	N#Cc1c(N)n(Cc2ccccc2)c(=O)c2cc([N+](=O)[O-])ccc12
i	-2	-42	25	4	-9	17	68*	29	77*	CCC1(CC)NC(=O)N(CC(=O)Nc2sc3c(c2C(N)=O)CCC3)C1=O
i	2	9	3	15	2	0.3	4	-8	10	CC(C)(C)C1CCC2(CC1)CC(=O)c1ccccc1O2 (stereo not drawn)
i	-2	1	-1	-3	7	-1.8	-14	-3	4	COCCn1c(CN(C)Cc2ccccc2)nc2c1c(=O)n(C)c(=O)n2C
i	3	4	0	17	3	1.1	-14	0	-3	Nc1c2c3c(sc2nc(=O)n1N)CCCC3
i	-3	-5	-1	-3	1	-1.4	0	-3	3	COC(=O)c1cc(C(C)=O)c(C)[nH]c1=O
i	-2	5	1	1	1	2.1	-7	-11	-3	CC(C)(C)SCCNC(=O)CN(c1ccc(F)cc1)S(=O)(=O)c1ccccc1
i	2	0	-5	13	2	-2.7	-8	0	3	O=C(NN=C(Cc1ccccc1)Cc1ccccc1)c1ccncc1
i	11	-53	17	-4	-7	6.3	44	2	38	O=C1c2nc3cc(-c4ccco4)[nH]n3c(=O)c2CN1Cc1ccccc1
i	0	5	6	15	-2	-0.5	-2	-3	2	COc1ccccc1N1CCN(C2CCCN(C(=O)c3csc(C)n3)C2)CC1 (stereo not drawn)
i	0	-9	3	-7	4	-0.8	2	-3	-1	Cc1ccc(C)c(S(=O)(=O)Nc2ccc(C(=O)N3CCCCC3)cc2)c1
i	1	0	-14	-5	2	0.4	-7	-1	-2	CCN(CC)c1ccc(N2C(=O)C3CCCCC3C2=O)cc1[N+](=O)[O-] (stereo not drawn)
i	1	0	4	-14	4	-0.6	3	-2	2	CC(=O)Nc1ccc(NCc2cccs2)cc1
i	1	-7	2	10	2	-0.7	-3	5	5	CC1CCC(NC(=O)c2cccc(S(=O)(=O)N3CCN(c4ccccc4)CC3)c2)CC1 (stereo not drawn)
i	3	3	1	6	-4	0.1	-4	-4	-6	Cc1cc(C)nc(NC(=O)Nc2ccccc2C(F)(F)F)n1
i	5	-7	2	21	-4	-6.6	-3	0	3	O=C(NCCCn1ccnc1)c1ccncc1
i	0	-5	-24	-7	1	-0.2	1	9	1	CCc1nnc(NS(=O)(=O)c2ccc(NC(=O)c3cc(Cl)ccc3[N+](=O)[O-])cc2)s1
i	0	10	-1	-18	-1	-0.4	-11	-11	5	COc1cc2cc(CCCOC(=O)c3ccc4c(c3)OCO4)oc(=O)c2cc1OC
i	-1	4	-2	4	3	-0.6	-7	2	0	COc1ccc(CCc2nnc(CCC(=O)NCc3cc(C(C)C)no3)o2)cc1
i	0	11	-6	20	-1	1.2	1	-1	0	O=C(CSCC(=O)NC1CC1)Nc1ccc2ccccc2c1
i	0	-27	-4	-49	-1	-0.4	16	-3	-11	CC(=O)Nc1ccc(S(=O)(=O)c2c(N)n(CCN3CCOCC3)c3nc4ccccc4nc23)cc1
i	0	3	-8	9	-3	1.1	5	18	1	O=C(NC(=S)Nc1ccccc1N1CCCCC1)c1ccc(-c2cccc([N+](=O)[O-])c2)o1
i	0	3	-2	1	0	-2.4	-8	-5	12	CCOC(=O)c1cc2sccc2n1CC(=O)OC(C)C
i	0	3	3	12	2	0.0	·	-3	-7	Cc1ccc(C(NC(=O)C2CCN(CCOc3ccc(Cl)cc3)CC2)c2ccccn2)cc1 (stereo not drawn)
i	0	18	-1	3	-3	-1.9	-4	-2	1	CCOC(=O)CC1C(=O)NCCN1S(=O)(=O)c1cccc(C(F)(F)F)c1 (stereo not drawn)
i	1	4	-12	4	4	-1.1	-4	8	2	O=C(CCCN1C(=O)c2cccc3cccc(c23)C1=O)NCc1cccs1
i	-2	1	3	-6	0	-0.3	-9	0	4	Cc1ccc(CN2CCNC(=O)C2CC(=O)O)cc1 (stereo not drawn)
i	4	3	-19	11	5	-0.8	-5	1	-2	CC(=O)N(C)c1ccc(NC(=O)Nc2cccc3ccccc23)cc1
i	3	-13	-1	7	5	0.5	3	1	5	Cc1cccc(NS(=O)(=O)c2coc(C(N)=O)c2)c1C
i	-3	19	-7	16	3	0.1	-1	-2	8	CC(=O)c1ccc(OCCCOc2cccc3cccnc23)cc1
i	2	5	-2	4	5	65*	-3	20	-14	Nc1ccc2nc(CCCCCCCCc3nc4ccc(N)cc4[nH]3)[nH]c2c1
i	0	18	2	3	-12	1.3	-8	3	0	C=CCSc1nsc(NC(=O)Nc2cccc(C(C)=O)c2)n1
i	-2	-3	-5	-14	-1	-0.9	-7	0	1	O=C(C[n+]1ccccc1)Nc1ccccc1C(F)(F)F
i	1	-2	-12	7	1	17	-11	-4	1	Cn1cnc([N+](=O)[O-])c1Sc1n[nH]c(N)n1

Grouped by structure, the compounds so far containing a COOH group
Rpn11 inh	STEP block	CendR NRP1 mod	SUMO1-SIM PPI	SKN-1 inh	MT1-MMP act inh	LMPTP inh	Scp1 inh	NadD block	DNMT1 block	mol
i	-2	0	6	22	-5	-1.3	-7	2	-1	CN(c1ncc(C(F)(F)F)cc1Cl)n1cc(C(=O)O)c2ccccc2c1=O
i	-2	15	-2	12	5	-0.5	0	2	-6	O=C(O)c1[nH]nc2c1COc1ccccc1-2
i	-2	1	3	-6	0	-0.3	-9	0	4	Cc1ccc(CN2CCNC(=O)C2CC(=O)O)cc1 (stereo not drawn)

No enrichment for hits; about 3.9% have a hit in one of these screens.
